Source: PubChem (National Center for Advancing Translational Sciences (NCATS))
TDP1 block: qHTS Assay for Inhibitors of Tyrosyl-DNA Phosphodiesterase (TDP1) | Potency, µM (titrated, usually from 130 µM), without a hit: at the highest dose activity change, negative = inhibition, usual class: inhibitors | 0.28% of 350,000 active | Tyrosyl-DNA phosphodiesterase 1 (Homo sapiens), Q9NUW8 | recombinant TDP1, AlphaScreen DNA substrate cleavage | AID 485290, 2010; note: nearly all actives have a fitted effect of over 40% in size
Target sequence (Q9NUW8 whole entry, looked up): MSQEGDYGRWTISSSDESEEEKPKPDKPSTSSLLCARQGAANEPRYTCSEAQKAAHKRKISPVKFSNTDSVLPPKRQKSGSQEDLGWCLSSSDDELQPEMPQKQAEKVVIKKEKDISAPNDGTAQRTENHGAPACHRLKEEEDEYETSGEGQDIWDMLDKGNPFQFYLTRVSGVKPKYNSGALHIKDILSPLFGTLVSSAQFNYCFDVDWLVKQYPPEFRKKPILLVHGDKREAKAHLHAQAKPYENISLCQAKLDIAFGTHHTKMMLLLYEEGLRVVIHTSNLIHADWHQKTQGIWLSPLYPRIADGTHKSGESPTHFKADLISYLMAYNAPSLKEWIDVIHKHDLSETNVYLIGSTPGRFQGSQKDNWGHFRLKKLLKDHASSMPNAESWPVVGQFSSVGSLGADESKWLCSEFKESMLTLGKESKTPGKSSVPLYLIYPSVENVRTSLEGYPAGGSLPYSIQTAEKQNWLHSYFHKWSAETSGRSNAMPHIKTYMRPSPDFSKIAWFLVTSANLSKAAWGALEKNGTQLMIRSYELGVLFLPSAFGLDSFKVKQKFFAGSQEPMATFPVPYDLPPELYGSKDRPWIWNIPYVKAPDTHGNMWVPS
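Here, a 5' biotin and 3' phosphotyrosine-FITC DNA oligonucleotide reports Tdp1 activity: intact substrate bridges AlphaScreen beads, while cleavage leaves a 3' phosphate and drops signal. All incubations at room temperature.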
N370S GC: qHTS Assay for Inhibitors and Activators of N370S glucocerebrosidase as a Potential Chaperone Treatment of Gaucher Disease. Lysosomal acid glucosylceramidase (Homo sapiens), P04062. N370S GC spleen homogenate, 4MU-glucoside fluorescence. Potency, µM (top dose mostly 59.4 µM), for inactives: top-dose activity change, negative = inhibition, most hits filed as inhibitors. 0.092% of 330,000 active;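 note: 0% = full enzyme activity and -100% = no enzyme basal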
FEN1 inhibitor: qHTS Assay for the Inhibitors of Human Flap endonuclease 1 (FEN1); P39748; Recombinant FEN1 flap cleavage, fluorescence, 15 min; Potency, µM (doses to about 114 µM), for the others: top-dose activity change, negative = inhibition, hits mostly inhibitors; 0.35% of 390,000 active; AID 588795, 2011; note: nearly all actives have a fitted effect of over 65% in size
Target sequence (P39748 whole entry, looked up): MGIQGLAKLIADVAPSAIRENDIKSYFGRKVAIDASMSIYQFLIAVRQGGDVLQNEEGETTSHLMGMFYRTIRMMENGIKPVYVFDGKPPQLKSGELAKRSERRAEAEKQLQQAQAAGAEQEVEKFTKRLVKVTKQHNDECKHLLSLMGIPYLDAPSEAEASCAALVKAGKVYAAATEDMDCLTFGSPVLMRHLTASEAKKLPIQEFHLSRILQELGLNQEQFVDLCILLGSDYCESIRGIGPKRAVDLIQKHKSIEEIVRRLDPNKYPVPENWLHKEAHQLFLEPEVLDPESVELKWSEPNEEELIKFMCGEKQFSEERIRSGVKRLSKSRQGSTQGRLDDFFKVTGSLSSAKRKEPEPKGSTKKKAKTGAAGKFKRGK
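Potency values derive from four-parameter Hill fits of normalized qHTS data. The reaction used 10 nM FEN1 preincubated 15 min at room temperature with compound, then 50 nM DNA substrate, read at 0 and 15 min.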
Active calls of the source: *; ? = inconclusive; · = not tested or not shown; & = joins results of further samples; [ ] = remark or other dose. Calls come from the whole dose curve; as a rule, active = well fitted curve in the direction sought with a large enough effect; inconclusive = small, poorly fitted or top-dose-only effect, or another doubt; inactive = no such curve, though single readings can be large; an effect the other way counts as inactive or inconclusive. Unless noted, % is set by controls: 0 for no effect and ±100 for the full control effect; potency is the fitted concentration of half-maximal effect.

molecule | TDP1 block | N370S GC | FEN1 inhibitor
Cc1ccc(CC(=O)Nc2ccc(F)c([N+](=O)[O-])c2)cc1C | 10% | -1% | 14%
O=S(=O)(c1ccccc1Cl)N1CCCC(c2nc(-c3cccnc3)no2)C1 (stereo not given) | 10% | 8% | -1%
COc1ccc(S(=O)(=O)Nc2cccc(S(=O)(=O)N3CCCCCC3)c2)cc1 | 0% | 11% | 8%
C/C(N)=C(/C#N)C(=O)CSc1nc2cc(Cl)ccc2s1 | -6% | -18% | 3%
CC(=O)Nc1oc(-c2cccc3ccccc23)nc1C#N | 3% | · | -12%
Cc1nc2ccc(-c3ccccc3)cc2o1 | 6% | 8% | 3%
COCCNC(=O)C(c1ccc(C)o1)N(Cc1cccs1)C(=O)c1snc(C(N)=O)c1N (stereo not given) | 5% | -1% | 10%
Cc1cc(C)c(S(=O)(=O)NC2CC(C)(C)NC(C)(C)C2)cc1C | · | 0% | 19%
Cn1c(-c2ccccc2)cnc1SCC(N)=O | -3% | 4% | -1%
Cc1cc(SCC(=O)c2ccccc2)nc(SCC(=O)c2ccccc2)n1 | -12% | 3% | -20%
Cc1ccc(NC(=O)c2ccc3c(c2)OCCO3)cc1C | 4% | -14% | -4%
CCn1c2ccccc2c2nnc(SCC(=O)Nc3ccc4c(c3)OCO4)nc21 | 10% | -1% | -2%
COC(=O)C1=C(C)NC(=O)CC1c1cc(Br)ccc1F (stereo not given) | 7% | 6% | 38%
COc1ccccc1CNC(=O)C(NS(=O)(=O)c1ccc2c(c1)CCN2C(C)=O)C(C)C (stereo not given) | 0% | · | -3%
O=C(NCCc1csc(-c2cccc(F)c2)n1)c1cccs1 | 4% | · | 10%
CCc1nnc(NC(=O)CSc2nc3c([nH]c4ccccc43)c(=O)n2-c2ccc(F)cc2)s1 | 1% | · | 18%
COc1ccc(OC)c(-n2c(N)c(C(=O)NCC3CCCO3)c3nc4ccccc4nc32)c1 (stereo not given) | 0% | 1% | -23%
COc1n[nH]c2nncnc12 | 2% | -27% | 6%
Cc1ccc(C(=O)NCCc2ccccc2)cc1S(=O)(=O)N1CCOCC1 | -3% | · | 6%
CCc1ccc(S(=O)(=O)c2nnn(-c3ccc(F)cc3)c2N)cc1 | 5% | · | -1%
O=C(Nc1nc2ccccc2[nH]1)Nc1ccccc1F | 10% | 3% | 0%
Cc1cc(C)cc(-c2nnc(SCc3ccc(C(=O)O)cc3)o2)c1 | 6% | 2% | 10%
NS(=O)(=O)c1ccc(CCNC(=O)CN2CCN(Cc3cccc(C(F)(F)F)c3)CC2)cc1 | 12% | 0% | 14%
CCOC(=O)C1CCCN(C(=O)c2ccc3c(=O)n(Cc4ccccc4OC)c(=S)[nH]c3c2)C1 (stereo not given) | 4% | -20% | 14%
CC(CN1CCCCC1)OC(=O)COc1ccc(Cl)cc1 (stereo not given) | · | -4% | 12%
CCOC(=O)N/N=C1/C[C@@H](O)[C@@H](O)[C@@H]2[C@@H]3C(=O)N(C[C@@H]4CCCO4)C(=O)[C@H]3CC[C@@H]12 | 4%[21 µM] | -2%[12.8 µM] | ·
COc1ccc(/C=N/NC(=O)c2ccc3c(c2)OCO3)c(C(=O)O)c1OC | · | -4% | 17%
Cc1cc(NC(=O)CCN2C(=O)C3C4CCC(C4)C3C2=O)cc(C)c1Br (stereo not given) | 6% | 12% | -14%
C=CCNC(=O)CSc1nnc(C(CC)N(C)C)n1C1CCCCC1 (stereo not given) | 8% | 7% | -5%
COc1ccc(/C=C\C(=O)NCC(=O)N/N=C/c2ccc(O)cc2O)cc1 | · | -20% | -3%
CNC(=O)C(=O)N/N=C/c1ccccn1 | 4% | 11% | 15%
CCN(CC)S(=O)(=O)c1ccc2[nH]c(=O)cc(C(=O)NCc3ccccc3)c2c1 | 8% | -2% | 16%
COc1ccc2[nH]cc(/C=C/c3cc[n+](C)cc3)c2c1 | · | -10% | ?
Cc1cc(C)nc(Nc2ccc(Br)cc2C(=O)O)n1 | · | 9% | -14%
CCOc1ccc(NC(=O)NC2(C(=O)NCc3ccco3)CCCCC2)cc1 | 9%[0.0935 µM] | -6% | -2%
O=C(Nc1ccc(-c2csc(Nc3cccc(C(F)(F)F)c3)n2)cc1)c1cc([N+](=O)[O-])cc(C(F)(F)F)c1 | 2% | -15% | -11%
Cc1nc(SCc2ccc(OCCC(C)C)cc2)n[nH]1 | -2% | -16% | -12%
CCOc1cc2[nH]c(=S)n(Cc3ccc(C)o3)c(=O)c2cc1OCC | 9% | -11% | -4%
CC(C)CNC(=O)CC(=O)N/N=C/c1ccc(Br)cc1 | -5% | 2% | -13%
Cc1cccc(C(=O)NCc2nc3ccccc3n2Cc2ccccc2Cl)c1 | -3% | · | 8%
Cc1ccc(/C=N/NC(=O)Cc2ccc(Cl)cc2)s1 | -5%[56.1 µM] | -6% | 17%
CN(C)C1=NCCN1CCc1ccc(F)cc1 | -2% | -18% | 1%
COc1ccc(-c2cc(C(F)(F)F)nc(NCc3ccccc3)n2)cc1OC | -15% | · | -24%
NC(=O)c1nsc(C(=O)N(CCCN2CCOCC2)C(C(=O)NC2CCCCC2)c2ccc(Cl)cc2)c1N (stereo not given) | -10% | -1% | 4%
O=C(N/N=C/c1cn(-c2ccccc2)nc1-c1cccnc1)c1cccnc1 | 2% | -3% | 0%
CC(=O)c1cc(NC(=O)c2ccc(Cl)cc2)c(=O)oc1/C=C/N(C)C | 9% | -9% | -2%
COc1ccc(C(CNC(=O)COc2ccccc2C)N2CCCCC2)cc1 (stereo not given) | 4% | · | 2%
CCc1nnc(NC(=O)CCN2C(=O)CCC2=O)s1 | -2% | 5% | 1%
CCc1ccc2nc(N3CCN(C(=O)C4CC4)CC3)sc2c1 | -5% | · | 7%
CCn1c(SCC(=O)N2CCOCC2)nc2sc3c(c2c1=O)CCCC3 | 6% | -3% | -5%
Cc1ccc(S(=O)(=O)Nc2ccc(NC(=O)CN3CCCCC3)c(Cl)c2)cc1 | 10% | -7% | -20%
NS(=O)(=O)c1ccc(CNC(=O)c2cc(-c3cccnc3)nc3ccc(Cl)cc23)cc1 | 0% | -3% | 1%
CC1(C)CC[C@]2(C(=O)O)CC[C@@]3(C)C(=CCC4[C@@]5(C)CCC(O)C(C)(C)C5CC[C@@]43C)C2C1 (stereo not given in full) | 5%[56.1 µM] | 8% | ·
CCOc1cccc2sc(NC(=O)c3ccc(S(=O)(=O)N4CCc5ccccc54)cc3)nc12 | 9% | · | -6%
Cc1ccccc1NC(=S)NCCO | 5% | 5% | 5%
CCOC(=O)N1CCN(C(=S)NC(=O)c2ccc(F)c(F)c2)CC1 | 0% | -5% | 2%
Cc1ccc(C)c(N2CCN(C(=O)CN3C(=O)COc4ccc(S(=O)(=O)N5CCCCCC5)cc43)CC2)c1 | 9% | · | 14%
COc1ccc(-c2cn(-c3ccccc3)c3[n+]2CCS3)cc1 | 5%&3% | 0%&-1% | -3%&2%
COc1cc(OC)cc(-n2nnnc2SCC(=O)NCc2ccc3c(c2)OCO3)c1 | -3% | 8% | 5%
CCc1ccc(Nc2cc(C(=O)NCCCN(C)c3ccccc3)c3ccccc3n2)cc1 | 5% | · | -10%

An excerpt of these results, with each value named:
> CC1(C)CC[C@]2(C(=O)O)CC[C@@]3(C)C(=CCC4[C@@]5(C)CCC(O)C(C)(C)C5CC[C@@]43C)C2C1 (stereo not given in full)
- TDP1 block = 5%[56.1 µM]
- N370S GC = 8%
- FEN1 inhibitor = ·
> CCOc1cccc2sc(NC(=O)c3ccc(S(=O)(=O)N4CCc5ccccc54)cc3)nc12
- TDP1 block = 9%
- N370S GC = ·
- FEN1 inhibitor = -6%

(listing goes on)
molecule | TDP1 block | N370S GC | FEN1 inhibitor
Cc1ccc(C(=O)Nc2nccc(C)n2)cc1 | · | -7% | 8%
CCn1c(=O)c(C(=O)Nc2ccc(C)cc2C)c(O)c2ccccc21 | · | 1% | 7%
c1ccc(C2[C@H]3CN(Cc4cccnc4)[C@H](c4ccccc4)C34CC2(c2cccnc2)C4)cc1 (stereo not given in full) | 16%&6% | ? | -7%
O=C(CCCn1c(=O)c2ccccc2n(CC(=O)Nc2cccc(C(F)(F)F)c2)c1=O)NCc1ccc2c(c1)OCO2 | -4% | · | 16%
O=C(c1cc2c(=O)oc3ccccc3c2s1)N1CCN(c2cccc(Cl)c2)CC1 | 3% | · | -1%
C[C@H](NC(N)=O)C(=O)Nc1ccc2c(c1)OCO2 | -6% | 4% | -14%
CCn1c(=N)c(S(=O)(=O)c2ccc(Cl)cc2)cc2c(=O)n3ccccc3nc21 | 0% | -3% | ·
COc1ccc(C)cc1NC(=O)CN(C)S(=O)(=O)c1ccc2c(c1)n(C)c(=O)c(=O)n2C | 5% | 27% | 8%
Cc1cccc2cc(CN(Cc3ccco3)C(=O)NC3CCCCC3)c(=O)[nH]c12 | 6% | 23% | -21%
CC(/C=N/Nc1nc(C)cc(=O)[nH]1)=C\c1ccccc1 | 8% | 6% | -5%
NC(=S)N/N=C/c1ccccc1OCCSc1ccc(Cl)cc1 | 8% | 4% | -12%
O=C(CSc1nnnn1-c1ccccc1F)NNC(=O)c1ccco1 | 4% | 8% | 2%
O=C(NNC(=O)c1sccc1-n1cccc1)Nc1ccc(F)cc1 | 5% | 6% | 15%
COc1ccc(Nc2ncnc3c2oc2ccccc23)cc1 | 2% | 19% | -19%
O=C1/C(=C/c2ccccc2)SC(=S)N1C1CCS(=O)(=O)C1 (stereo not given) | · | -2% | 3%
Cc1ccc(S(=O)(=O)N2CCCCC2)cc1NC(=O)CSc1nnc(N)s1 | 5% | 3% | 0%
COc1ccc(O[C@H]2C=C[C@@H](c3ccccc3)O[C@@H]2CO/N=C(\C)CCN2CCc3nc(-c4ccccc4)c(-c4ccccc4)cc3C2)cc1 | 12%[21 µM] | 11%[12.8 µM] | ·
FC(F)(F)c1nnc2sc(-c3cccs3)nn12 | 2% | 5% | -9%
O=C(Oc1cccnc1)c1ccc(Cl)cc1 | -2% | 1% | -3%
COc1ccccc1CN1CCNC(=O)C1CC(=O)NC1CCCCCC1 (stereo not given) | 6%[56.1 µM] | -2% | 2%
CCOCC(=O)Nc1nc(-c2ccccc2)c(CC)s1 | 0% | 2% | 4%
C=CCNC(=O)C(C#N)c1nc2ccccc2nc1N1CCCCCC1 (stereo not given) | 8% | 14% | ?
CC(C)Cc1nc2oc3c(N4CCN(C)CC4)ncnc3c2c2c1CCCC2 | 3% | -4% | ·
CC(C)C(=O)Nc1c(-c2ccccc2Cl)c(=O)c2ccccc2n1C | · | -14% | 2%
COc1cc(/C=C2/SC(=S)N(CC3CCCO3)C2=O)ccc1O (stereo not given) | 7% | -14% | 45µM*
Cc1ccc(S(=O)(=O)N2CCOCC2)cc1NC(=O)CSc1nc(N)cc(=O)[nH]1 | 0% | 5% | -8%
CCN1C(=O)[C@H]2[C@H]3CN=C(SCc4ccccc4)N3[C@@](CC)(C(=O)OC)[C@H]2C1=O | 0%[56.1 µM] | · | -5%
CC(=O)c1c(C)[nH]c(C(=O)NCc2ccccc2)c1C | 3% | 16% | 10%
CCN(CC)CCNC(=O)Cc1c(C(=O)O)n(CC)c2ccccc12 | 0% | 20% | -14%
O=C(NCCNS(=O)(=O)c1cccc(C(F)(F)F)c1)c1cc(OCC(F)(F)F)ccc1OCC(F)(F)F | 2% | 5% | 1%

Fetched by compound from the list above:
molecule | TDP1 block | N370S GC | FEN1 inhibitor
c1ccc(C2[C@H]3CN(Cc4cccnc4)[C@H](c4ccccc4)C34CC2(c2cccnc2)C4)cc1 (stereo not given in full) | 16%&6% | ? | -7%
CCn1c(=O)c(C(=O)Nc2ccc(C)cc2C)c(O)c2ccccc21 | · | 1% | 7%
Cc1ccc(C(=O)Nc2nccc(C)n2)cc1 | · | -7% | 8%

Further records
molecule | TDP1 block | N370S GC | FEN1 inhibitor
O=C(c1ccc2ccccc2c1)N1CCN(c2ccc([N+](=O)[O-])c(N3CCOCC3)c2)CC1 | 4% | -16% | -20%
COc1cc(-c2csc(NC3CCCCC3)n2)cc(OC)c1OC | 9% | 2% | -22%
Cc1ccc(S(=O)(=O)NCC(=O)OCc2ccccc2)cc1 | 0% | -15% | -1%
CCn1c(=O)c2cc(C(=O)N3CCN(C)CC3)sc2c2ccccc21 | 3% | -6% | -10%
O=[N+]([O-])c1cccc(/C=N/Nc2ncc(Br)cn2)c1 | · | -1% | 1%
CCn1c(SCC(=O)c2ccc(Cl)cc2)nnc1C(C)C | -2% | -16% | -5%
COCCNc1cc(C)nc2c3c(C)cc(C)nc3nn12 | -7% | ? | -2%
COc1ccc(N2C(=O)CC(Sc3ncccc3C(=O)O)C2=O)cc1 (stereo not given) | 1% | -10% | -4%
CCN1CCN(C(=O)c2ccc(CNS(=O)(=O)c3cccc(OC)c3)cc2)CC1 | 4% | 1% | 31%
O=C(c1cccn2c(=O)c3ccccc3nc12)N1CCN(Cc2ccc3c(c2)OCO3)CC1 | -1% | 1% | 2%
